BRCA1 expr up – BRCA1 expression activation; Potency, µM (highest dose often 46.1 µM), for inactives: at the highest dose activation, actives largely listed as activators; MCF7-BRCA1-FFLuc reporter, luminescence, 48 h; response scale: scaled: vehicle 0%, 10 µM genistein 100%; hit rate 1.1% among 380,000; AID 624202; note: nearly all actives have a fitted effect of over 80% in size; some results filed as inactive show a strong effect at the top dose
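First, MCF7-BRCA1-FFLuc cells (2000/well) attach for 2 h; next, compounds are pin-added and incubated 48 h at 37 °C; finally, luciferase reagent is added and luminescence read after 15 min.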
NPC1 promoter act – activates the NPC1 promoter. Huh7 NPC1 promoter luciferase reporter, 24 h. Potency, µM (top dose mostly 9.22 µM), for inactives: top-dose activation, usual class: activators. hit rate 2.4% among 320,000. AID 485313;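 note: % of control where 0% means no effect; nearly all actives have a fitted effect of over 60% in size; reporter is driven by a mutant NPC1 promoter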
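Readout is luciferase luminescence, reflecting NPC1 promoter activation in stably transfected Huh7 cells after 24 h compound exposure at 37 °C in reduced-serum medium with 10% FBS.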
Rab9 prom act – activates the Rab9 promoter; Huh7 Rab9 promoter-luciferase reporter, luminescence, 24 h; Potency, µM (top dose mostly 9.22 µM), inactives show at the top dose activation, negative = inhibition, actives largely listed as activators; hit rate 2.8% among 320,000; AID 485297; note: % of control where 0% means no effect; nearly all actives have a fitted effect of over 60% in size
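Cell-based reporter: Huh7 stable for Rab9 promoter-driven luciferase, plated in reduced-serum medium with 10% FBS at 1500 cells/well, compound-treated 24 h at 37 °C, luminescence read after 10 min reagent.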
FLuc counter – firefly luciferase modulation, counter-screen for miR-21 project; Potency, µM (highest dose often 57.5 µM), without a hit: at the top dose activity change, negative = inhibition, usual class: inhibitors; hit rate 6.9% among 360,000; purified FLuc, Km substrates, luminescence inhibition; AID 588342; P08659;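 note: plate controls were vehicle for no effect and reference inhibitor for full effect; nearly all actives have a fitted effect of over 55% in size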
Target sequence (P08659 whole entry, looked up): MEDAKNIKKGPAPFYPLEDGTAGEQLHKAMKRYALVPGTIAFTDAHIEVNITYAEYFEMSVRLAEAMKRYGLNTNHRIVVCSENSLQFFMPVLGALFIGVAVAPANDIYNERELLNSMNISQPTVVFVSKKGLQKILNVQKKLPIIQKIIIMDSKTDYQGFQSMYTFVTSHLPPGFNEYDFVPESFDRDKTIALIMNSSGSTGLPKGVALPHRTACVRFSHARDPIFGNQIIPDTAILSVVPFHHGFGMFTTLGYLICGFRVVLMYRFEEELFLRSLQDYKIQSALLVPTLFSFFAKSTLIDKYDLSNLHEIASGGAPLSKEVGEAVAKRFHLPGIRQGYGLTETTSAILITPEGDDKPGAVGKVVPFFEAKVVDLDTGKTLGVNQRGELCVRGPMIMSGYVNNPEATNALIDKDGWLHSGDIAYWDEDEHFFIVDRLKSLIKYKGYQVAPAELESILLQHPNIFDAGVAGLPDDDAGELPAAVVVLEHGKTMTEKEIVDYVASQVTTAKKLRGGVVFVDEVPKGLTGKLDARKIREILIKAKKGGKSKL
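Purified P. pyralis luciferase, 10 nM final, with Km-level 10 uM D-luciferin and 10 uM ATP in 50 mM Tris acetate pH 7.5, 10 mM Mg acetate, 0.01% Tween-20, 0.05% BSA; 6-point qHTS titration about 60 µM downward; luminescence read.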
uPA surface inh – cell surface uPA generation inhibition; cell surface uPA generation assay, qHTS; Potency, µM (doses to about 38.3 µM), for inactives: top-dose activity change, negative = inhibition, most hits filed as inhibitors; hit rate 0.31% among 330,000; AID 540303; active = well fitted inhibition curve with a large enough effect; inconclusive = small, poorly fitted or top-dose-only effect; inactive = no such curve, though single readings can be large or run the other way; tested in mouse RAW 264.7 cells; note: % is set by controls: 0 for no effect and ±100 for the full control effect; nearly all actives have a fitted effect of over 55% in size
ELG1 genotox – inducers of genotoxicity in HEK293T ELG1-luciferase cells; Potency, µM (titrated, usually from 46 µM), for the others: top-dose activity change, positive = activation, actives largely listed as activators; AID 504466; HEK293T ELG1-luciferase reporter, luminescence, 16 h; hit rate 1.3% among 330,000; note: % of control where 0% means no effect; nearly all actives have a fitted effect of over 60% in size
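Genotoxicity was scored as increased ELG1-luciferase reporter signal, measured by ONE-Glo luminescence (30 min, room temperature). Compound or vehicle exposure of the HEK293T reporter cells lasted 16 hr at 37°C.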
Gal4-VP16 FLuc – Gal4-VP16 reporter inhibition counter-screen; Potency, µM (series often up to 53.6 µM), inactives show top-dose activity, negative = inhibition, hits mostly inhibitors; hit rate 3.5% among 310,000; AID 2546; Drosophila S2 Gal4-VP16 UAS-luciferase, luminescence, 20 h;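 note: Gal4-VP16 expression switched on by copper sulfate through the metallothionein promoter; % is set by controls: 0 for no effect and ±100 for the full control effect; nearly all actives have a fitted effect of over 50% in size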
RORgamma inh – blocks mouse ROR gamma transcriptional activity; Potency, µM (series often up to 53.6 µM), for the others: top-dose activity change, negative = inhibition, usual class: inhibitors; hit rate 5.4% among 310,000; Drosophila S2 Gal4-RORgamma UAS-luciferase reporter, 20 h; P51450; AID 2551; note: % is set by controls: 0 for no effect and ±100 for the full control effect; nearly all actives have a fitted effect of over 60% in size
Target sequence (P51450 whole entry, looked up, the tested form may be a part): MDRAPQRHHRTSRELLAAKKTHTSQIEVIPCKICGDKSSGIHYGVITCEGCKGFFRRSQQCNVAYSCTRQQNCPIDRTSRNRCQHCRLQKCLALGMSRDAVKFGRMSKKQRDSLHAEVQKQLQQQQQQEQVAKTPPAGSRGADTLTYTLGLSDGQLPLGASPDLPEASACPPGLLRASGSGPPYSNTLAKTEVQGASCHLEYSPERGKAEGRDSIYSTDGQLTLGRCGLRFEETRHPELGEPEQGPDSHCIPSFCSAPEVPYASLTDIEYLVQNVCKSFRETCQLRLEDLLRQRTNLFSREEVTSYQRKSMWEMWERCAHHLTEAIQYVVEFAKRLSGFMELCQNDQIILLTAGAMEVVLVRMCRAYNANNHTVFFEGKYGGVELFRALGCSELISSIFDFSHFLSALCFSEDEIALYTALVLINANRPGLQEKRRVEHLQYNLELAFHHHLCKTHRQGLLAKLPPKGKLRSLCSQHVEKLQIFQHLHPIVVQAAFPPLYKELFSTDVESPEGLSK
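Drosophila Schneider cells stably carrying a metallothionein-driven Gal4 DBD–ROR gamma fusion and a UAS-Photinus luciferase reporter were exposed to compound for 1 hr, then induced with copper sulfate (700 uM final) for 20 hr at ambient temperature before luminescence reading.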
MBNL1 CUG block – MBNL1-poly(CUG) RNA binding inhibition; TR-FRET MBNL1-His/biotin-(CUG)12 binding, 665/545 ratio; hit rate 0.036% among 280,000; AID 2675; Q9NR56; Potency, µM (titrated, usually from 57.5 µM), for inactives: at the highest dose activity change, negative = inhibition, most hits filed as inhibitors; active = well fitted inhibition curve with a large enough effect in the signal ratio, with a control signal flat, not every such curve was filed as active; inconclusive = small, poorly fitted or top-dose-only effect, or effect the other way, or a change in a side signal; inactive = no such curve, though single readings can be large or run the other way; the % refers to the signal ratio; note: % is set by controls: 0 for no effect and ±100 for the full control effect
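Compound titration spanned 92 nM–58 uM against the MBNL1-His/biotin-(CUG)12 complex. After 60 min at room temperature with 5 nM streptavidin-XL665 and 0.055 ng/ul terbium anti-His, ratiometric 665/545 nm emission (Ex 340 nm) normalized to controls.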
p53 reactivation – re-activators of mutant p53 | H1299 p53-A138V BP100-luciferase reporter, luminescence, 24 h | Potency, µM (series often up to 92.2 µM), without a hit: at the highest dose activity change, positive = activation, most hits filed as activators | hit rate 0.063% among 320,000 | AID 504706; note: % of control where 0% means no effect; nearly all actives have a fitted effect of over 45% in size
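H1299 (p53-null), stable ts p53-A138V + BP100-Luc; 1000 cells/well, Opti-MEM/10% FBS; cpd 4 pt, 1:5; 24 h, 37 deg C, 5% CO2; detection reagent 10 min RT; luminescence.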
* = called active by the depositor; u = inconclusive; x = no result given; [ ] = dose if it differs, or a comment. Unless noted, calls come from the whole dose curve; as a rule, active = well fitted curve in the direction sought with a large enough effect; inconclusive = small, poorly fitted or top-dose-only effect, or another doubt; inactive = no such curve, though single readings can be large; an effect the other way counts as inactive or inconclusive. Potency is the fitted concentration of half-maximal effect.

compound	BRCA1 expr up	NPC1 promoter act	Rab9 prom act	FLuc counter	uPA surface inh	ELG1 genotox	Gal4-VP16 FLuc	RORgamma inh	MBNL1 CUG block	p53 reactivation
Cc1cccc(Nc2nc(N)c([N+](=O)[O-])c(N3CCCC(C)C3)n2)c1 (stereo not given)	-93.2%[inhibitor]	-8.8%	-22.1%	-15.0%	-6.8%	-2.1%	u	-13.5%	-0.2%	-4.0%
O=C(/C=C/c1ccccc1)OCC(=O)N1CCCC1	57.1%	3.0%	3.1%	u	6.3%	4.1%	x	x	x	u
CCCCn1c(N)c(N(CCC(C)C)C(=O)C2=NN(c3ccccc3)C(=O)CC2)c(=O)[nH]c1=O	-0.4%	0.8%	-2.9%	-1.0%	11.6%	-0.3%	x	x	x	5.2%
Cc1cc(N2CCOCC2)nc(SCC(=O)OCc2ccccc2)n1	24.2%	-3.5%	3.6%	16.0%	3.1%	-2.4%	3.1%	30.3%	-8.1%	-2.8%
Cc1ccc(NC(=O)C2CCCN(C3=NS(=O)(=O)c4ccccc43)C2)c(O)c1 (stereo not given)	-46.4%	6.4%	1.4%	-4.0%	-5.8%	-1.8%	x	x	x	2.6%
CN(C)CCCn1c(NCc2ccc3c(c2)OCO3)nc2ccccc21	-7.0%	-3.2%	-0.9%	-0.1%	x	-2.6%	-5.6%	-17.9%	-3.5%	0.8%
Cn1c(/N=C/c2ccc3c(c2)OCO3)nc2ccccc21	-1.3%	-3.7%	-2.6%	0.239µM*	6.6%	1.6%	-3.4%	-10.4%	-14.0%	-1.2%
CN(C)S(=O)(=O)c1cc(NC(=O)COC(=O)C2CSC3(C)CCC(=O)N23)ccc1Cl (stereo not given)	17.5%	-4.0%	-3.6%	-1.2%	-0.3%	4.0%	3.3%	13.1%	-7.8%	1.3%
CCOC(=O)Cn1nnnc1C(C(C)C)N(Cc1cccs1)Cc1cc2cc(C)ccc2[nH]c1=O (stereo not given)	-5.3%[1.84 µM]	-4.3%	-2.7%	5.8%	-6.5%	-17.3%	-21.7%	-32.9%	-0.1%	-5.9%
CCc1noc(C)c1C(=O)Nc1cccc(S(=O)(=O)N(C)c2ccccc2)c1	-23.3%	1.6%	2.2%	-4.6%	-2.7%	-17.4%	x	x	x	-2.1%
CCc1ccc(C=NC23CN4CN(CN(C4)C2)C3)s1	-8.0%	-1.2%	-3.2%	4.1%	x	2.1%	3.5%	29.5%	6.8%	4.2%
Cc1ccccc1CC1(CO)CCCN(Cc2ccc3c(c2)OCCO3)C1 (stereo not given)	-24.3%	0.1%	10.4%	1.9%	18.0%	-7.2%	-5.2%	25.5%	1.3%	-1.5%
CNc1snc(C)c1C(=O)OC(C)C(=O)Nc1ccc(F)cc1 (stereo not given)	-4.8%	-1.6%	-10.5%	9.2%	-3.8%	-1.3%	x	x	x	-4.4%
CCCc1ccc2oc(C(=O)N3CCC(O)CC3)c(C)c2c1	u	28.3%	26.4%	u	1.0%	u	-7.6%	14.0%	-1.1%	17.2%
COc1ccc(N2CCN(C3CC(=O)N(c4ccc5c(c4)OCCO5)C3=O)CC2)cc1 (stereo not given)	7.1%	-2.8%	0.1%	6.8%	0.0%	-1.1%	12.6%	2.9%	-1.0%	-5.7%

Overlap with the part before: two compounds, then new ones.
compound	BRCA1 expr up	NPC1 promoter act	Rab9 prom act	FLuc counter	uPA surface inh	ELG1 genotox	Gal4-VP16 FLuc	RORgamma inh	MBNL1 CUG block	p53 reactivation
CCCc1ccc2oc(C(=O)N3CCC(O)CC3)c(C)c2c1	u	28.3%	26.4%	u	1.0%	u	-7.6%	14.0%	-1.1%	17.2%
COc1ccc(N2CCN(C3CC(=O)N(c4ccc5c(c4)OCCO5)C3=O)CC2)cc1 (stereo not given)	7.1%	-2.8%	0.1%	6.8%	0.0%	-1.1%	12.6%	2.9%	-1.0%	-5.7%
Cc1ccnn1-c1ccc(C(=O)NCC(c2ccco2)N2CCCC2)cc1 (stereo not given)	9.6%	1.1%	-2.1%	-0.3%	3.8%	0.2%	x	x	x	2.0%
C/C=C1\NC(=O)[C@H](C)NC(=O)[C@@H](NC(=O)[C@@H](Cc2ccc(O)cc2)NC(=O)[C@@H](NC(=O)/C(C)=C/C)C(C)C)[C@@H](C)OC(=O)[C@H](CCCCc2ccc(O)cc2)NC(=O)[C@@H](CCC(=O)O)NC1=O	8.4%	x	x	x	8.8%	1.0%	x	x	x	0.6%
Cc1ccc(-c2cc3ccccc3nc2N2CCCC2)cc1	-35.7%	-2.8%	-0.2%	-1.9%	12.7%	-1.9%	-25.5%	u	u	4.1%
COc1ccc(/C=N/NC(=O)c2ccc(COc3ccccc3Cl)o2)cc1	20.1%	17.7%	16.8%	2.69µM*	-1.1%	12.7%	-2.1%	u	-9.0%	3.4%
O=C(CN1CCN(c2ccc([N+](=O)[O-])cc2)CC1)c1ccccc1	-0.4%	-0.8%	-3.1%	-6.0%	-0.9%	-2.7%	11.6%	1.6%	u	0.6%
COc1cc(Cl)c(CN2CCC(CO)(CCOc3ccccc3)CC2)cc1OC	-18.1%	1.9%	2.7%	6.5%	14.6%	-2.9%	-1.5%	0.8%	0.4%	x
CC(C)c1ccc(NC(=O)CSc2nc(=O)n(CCCN3CCOCC3)c3c2CCCC3)cc1	-25.4%	-4.5%	-2.1%	-0.6%	-6.8%	8.6%	x	x	x	-3.3%
CCCCNS(=O)(=O)c1ccc(S(=O)(=O)NCc2ccncc2)cc1	-70.9%	-13.2%	-21.6%	6.1%	-12.7%	0.3%	u	u	-9.4%	4.3%
O=C(N/N=C/c1cccc(OC2CSC2)c1)c1ccccc1O	-23.5%	9.6%	11.5%	6.75µM*	0.9%	2.2%	0.0%	12.6µM*	8.8%	5.2%
O=C(COC(=O)c1cccc(S(=O)(=O)N2CCOCC2)c1)NCc1ccc2c(c1)OCO2	-22.3%	x	x	x	1.1%	1.0%	x	x	x	3.2%
C/C(=C\C(=O)c1ccccc1)Nc1ccc(N2CCOCC2)cc1	67.4%	24.1%	u	u	-4.2%	u	17.7%	24.4%	13.8%	9.8%
CC(OC(=O)c1cc(Br)ccc1O)C(=O)NC1(C#N)CCCCC1 (stereo not given)	-1.3%	0.9%	-7.0%	-0.4%	0.7%	-3.3%	x	x	x	-4.7%
COC(=O)[C@]1(C)CCC[C@@]2(C)C3CC[C@@]4(C)C[C@]3(CCC21)CC4=NO (stereo not given in full)	-13.2%	-1.4%	-3.9%	-0.9%	10.9%	-6.3%	x	x	x	9.8%
CCCCOc1ccc(OCCNS(=O)(=O)N(C)C)cc1	6.9%	11.1%	4.1%	-14.5%	0.6%	-2.3%	-1.4%	42.4%	1.1%	0.9%
O=S(N1CCCCC1)C12CC3CC(CC(C3)C1)C2 (stereo not given)	-0.3%	-11.3%	-1.9%	-5.5%	0.7%	-0.8%	-9.7%	1.8%	-0.3%	-2.8%
O=C(CSc1nnc2c(Cl)cc(C(F)(F)F)cn12)NCc1ccc(F)cc1	-12.2%	-1.2%	-0.4%	-0.5%	0.5%	3.1%	u	u	u	0.5%
COc1cc(CN2CCCC(CO)(Cc3cccc(Cl)c3)C2)cc2c1OCO2 (stereo not given)	-9.8%	-4.2%	-3.1%	3.2%	6.2%	-3.5%	u	u	-5.6%	-1.0%
Cc1ccnc(NC(=O)CNC(=O)c2ccco2)c1	10.7%	1.7%	2.0%	-3.7%	1.7%	9.2%	x	x	x	6.3%
Cc1cc(C(=O)OCC(N)=O)c(C)n1-c1ccccc1	32.6%	15.7%	17.4%	u	0.8%	15.5%	-13.8%	24.9%	-1.0%	8.0%
CN(C)CCN(C(=O)CCc1ccccc1)c1nc2c(F)cc(F)cc2s1	5.1%	-0.3%	-3.4%	-5.7%	-5.6%	-5.7%	-10.0%	-20.5%	-13.5%	5.6%
CCOC(=O)CSc1nnc(NC(=O)CN2CCN(C=O)CC2)s1	-16.5%	-2.5%	5.0%	0.3%	3.3%	0.8%	-2.4%	-19.4%	0.5%	14.3%
COc1ccccc1CNC(=O)C1CCC(CNC(=O)[C@@H]2Cc3ccccc3CN2)CC1 (stereo not given in full)	2.6%	5.5%	0.0%	4.5%	9.2%	1.4%	-5.1%	u	-1.5%	9.7%
CCOc1cc(/C=C2/NC(=O)N(CC(=O)OC)C2=O)ccc1O	-13.7%	-15.1%	-13.2%	-1.2%	-20.3%	7.3%	-7.5%[10 µM]	13.9%	u	0.0%
Cc1c(C(=O)O)cccc1-c1ccc(/C=C2/NC(=O)N(c3ccccc3)C2=O)o1	104.2%	u	1µM*	9.53µM*	3.9%	12.8%	-17.2%	14.3%	u	10.6%
CCSc1nc2ccccc2n1C(=O)Oc1ccccc1	4.5%	0.6%	-1.2%	1.4%	-3.2%	-2.7%	2.4%	-23.9%	15.0%	-7.1%
Cc1cc(NCCCN)nc(-c2ccccc2O)n1	3.55µM*	0.0%	12.8%	0.9%	1.3%	29.3%	12.2%	0.1%	-9.3%	14.1%
CCCC(=O)C1=C(N2CCCC2)CC(C)(C)C(C(=O)OC)C1=O (stereo not given)	0.3%	4.5%	-2.4%	0.8%	-0.4%	0.6%	4.5%	-0.3%	x	2.8%
